Artemis inh – inhibitors of human Artemis endonuclease activity; Q96SD1; recombinant Artemis, quenched FAM hairpin cleavage fluorescence; inhibition, % at 10 µM; 30,000 compounds, 0.78% hits; AID 686954;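 active means at 10 µM dose, at least 30% inhibition, measured as corrected fluorescence normalized to stimulator and neutral control wells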
Target sequence (Q96SD1 whole entry, looked up): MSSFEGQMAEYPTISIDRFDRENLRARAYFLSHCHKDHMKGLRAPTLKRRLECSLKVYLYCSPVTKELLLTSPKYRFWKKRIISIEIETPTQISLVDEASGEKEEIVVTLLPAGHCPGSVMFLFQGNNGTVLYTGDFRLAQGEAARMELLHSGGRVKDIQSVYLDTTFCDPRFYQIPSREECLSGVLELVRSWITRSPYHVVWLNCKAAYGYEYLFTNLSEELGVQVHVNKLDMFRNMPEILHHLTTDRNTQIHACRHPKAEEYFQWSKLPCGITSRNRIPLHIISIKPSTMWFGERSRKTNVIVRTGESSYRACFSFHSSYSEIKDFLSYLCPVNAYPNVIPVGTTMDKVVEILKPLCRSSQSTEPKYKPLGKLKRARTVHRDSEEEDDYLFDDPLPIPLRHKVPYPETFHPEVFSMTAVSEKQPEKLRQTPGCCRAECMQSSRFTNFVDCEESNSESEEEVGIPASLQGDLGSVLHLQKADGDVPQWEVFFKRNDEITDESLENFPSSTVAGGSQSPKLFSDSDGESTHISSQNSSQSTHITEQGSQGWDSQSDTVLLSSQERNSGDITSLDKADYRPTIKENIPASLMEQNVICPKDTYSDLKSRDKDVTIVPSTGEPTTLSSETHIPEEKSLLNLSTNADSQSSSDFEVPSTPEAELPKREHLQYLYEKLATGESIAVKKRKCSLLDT
An asterisk follows results filed as active. A portion of the library; count on the stated rates, not on these rows.

> OC(CNCC1CCCO1)Cn1c2ccccc2c2ccccc21 (stereo not given)
  Artemis inh = -8
> CCCn1c(SCc2ccc(Cl)cc2)nc2c1c(=O)[nH]c(=O)n2C
  Artemis inh = 3
> COc1cc(C)nc(N(Cc2ccccc2)S(=O)(=O)c2ccccc2)n1
  Artemis inh = -4
> O=C(O)CCn1[nH]c(=O)c2ccccc2c1=O
  Artemis inh = -1
> CCC(C)Sc1nc2c(c(=O)[nH]c(=O)n2C)n1CCc1ccccc1 (stereo not given)
  Artemis inh = -1
> O=S(=O)(c1ccc(S(=O)(=O)N2CCN(C/C=C/c3ccccc3)CC2)cc1)N1CCCC1
  Artemis inh = 4
> O=C(NCc1ccccc1)c1cnc2n(c1=O)CCS2
  Artemis inh = -5
> COCCN(CC(=O)Nc1ccccc1C)S(=O)(=O)c1ccc(S(=O)(=O)N2CCCC2)cc1
  Artemis inh = 7
> O=C(CN(C1CCCCC1)S(=O)(=O)c1ccc(F)cc1)NCc1ccncc1
  Artemis inh = 1
> COc1ccc(C(=O)N2CCN(S(=O)(=O)c3cc(Cl)ccc3OC)CC2)cc1
  Artemis inh = -2
> Cc1csc(=Nc2c(C)n(C)n(-c3ccccc3)c2=O)n1Cc1ccccc1
  Artemis inh = -3
> CN(c1ccccc1)S(=O)(=O)c1cccc(C(=O)N2CCN(c3ccccn3)CC2)c1
  Artemis inh = 1
> CCC(=O)Nc1ccc2c(c1)C(=O)N(C)C2=O
  Artemis inh = -4
> COc1ccccc1NC(=O)N(Cc1ccco1)Cc1cc2c(C)ccc(C)c2[nH]c1=O
  Artemis inh = -5
> COCCN(CC(=O)NCc1ccc(F)cc1)C(=O)CCC(=O)Nc1nccs1
  Artemis inh = -9

> Nc1nc(-c2ccco2)nc(N2CCCCC2)n1
  Artemis inh = -7
> Cc1cc(C(C)(C)C)cc(C)c1COC(=O)C1CCC(=O)N1 (stereo not given)
  Artemis inh = -6
> O=c1[nH]c(-c2ccncc2)nc2ccccc12
  Artemis inh = -1
> Cc1nc(N(C)C)ncc1C(=O)O
  Artemis inh = -4
> C/C(Cl)=C\Cn1c(=O)c2c(nc3n2CCS3)n(C)c1=O
  Artemis inh = -6
> C/C(=N\OC(=O)c1cccc(C(F)(F)F)c1)c1sc(-c2ccccc2)nc1C
  Artemis inh = -13
> Cc1ccc(N(Cc2cc3ccccc3[nH]c2=O)C(=O)c2ccco2)c(C)c1
  Artemis inh = 1
> Cc1noc(C)c1Cn1nc(C(=O)O)c2ccccc2c1=O
  Artemis inh = 2
> COc1nc2c(C)cccc2cc1-c1noc(-c2ccco2)n1
  Artemis inh = 9
> CCCCc1nc2n[nH]c(N)c2c2c1CSC(C)(C)C2
  Artemis inh = -4
> CSc1nsc(SCC(=O)N2CCc3ccccc32)n1
  Artemis inh = -4
> Cc1ccc(C)c(S(=O)(=O)Nc2ccc3scnc3c2)c1
  Artemis inh = 4
> Cc1cc(C)c2c(N)c(C(=O)NCc3ccco3)sc2n1
  Artemis inh = 13
> Cc1ccc(C2=NNC(C(O)C(O)C(O)C(O)CO)S2)cc1 (stereo not given)
  Artemis inh = 7
> COc1ccccc1-n1c(SCC(=O)Nc2cccc3ccccc23)nc(O)cc1=O
  Artemis inh = -4

> COC(=O)CSc1nc2ccc(C)cc2[nH]1
  Artemis inh = -3
> Cc1ccc(C2=Nc3ccccc3N=C(c3ccco3)C2)c(O)c1
  Artemis inh = 5
> COc1ccc(NC(=O)N(C2CCCCC2)C2CCN(C(C)C)CC2)c(OC)c1
  Artemis inh = -2
> CN1C(=O)SC(Nc2ccccc2)C1=O (stereo not given)
  Artemis inh = -4
> COc1cc(C2CC(=O)NC(SCC(=O)Nc3ccccc3C)=C2C#N)ccc1O (stereo not given)
  Artemis inh = -5
> COc1cccc(/C=N/Nc2snc(SC)c2C#N)c1
  Artemis inh = -3
> Fc1ccccc1OCCSc1nc2ccccc2o1
  Artemis inh = -1
> O=C(CN1C(=O)c2cccc3cccc1c23)Nc1ccc(S(=O)(=O)N2CCOCC2)cc1
  Artemis inh = 3
> C=CCn1c(SCC(=O)NCc2ccc3c(c2)OCO3)nc2scc(-c3ccccc3)c2c1=O
  Artemis inh = 11
> Nc1ccc(-n2ccnc2)cc1
  Artemis inh = -3
> CN(C)c1ccc(C2C3=C(CCCC3=O)OC3=C2C(=O)CCC3)cc1
  Artemis inh = -7
> Cc1cc(C)c(C)c(S(=O)(=O)Nc2ccccc2C(=O)NCCCn2ccnc2)c1C
  Artemis inh = 2
> COc1cc(C2C3C(=O)N(Cc4ccccc4)C(=O)C3ON2c2ccccc2)cc(OC)c1OC (stereo not given)
  Artemis inh = -5
> COc1ccccc1N1CCN(C(c2ccc(Cl)cc2)c2nnnn2C(C)(C)C)CC1 (stereo not given)
  Artemis inh = 2
> CCNC(=S)NCc1ccc(Cl)cc1
  Artemis inh = 4

> Cc1cccc2cc(CN(Cc3cccs3)C(c3nnnn3C3CCCC3)C(C)C)c(=O)[nH]c12 (stereo not given)
  Artemis inh = -2
> CC(O)CCc1nc2ccc(C(=O)O)cc2[nH]1 (stereo not given)
  Artemis inh = 10
> O=C(CSc1nnc(CN2CCOCC2)n1-c1ccccc1)Nc1ccc(Cl)cc1
  Artemis inh = 0
> COC(=O)c1c(NC(=O)c2ccco2)sc(C)c1C
  Artemis inh = 0
> CC1(C2CC2)NC(=O)NC1=O (stereo not given)
  Artemis inh = -5
> CCCNC(=O)NC(=O)CSc1ccc2c(c1)OCCO2
  Artemis inh = -1
> O=C(Nc1ccc(F)cc1)c1sc2cc(C(F)(F)F)cnc2c1-c1cccs1
  Artemis inh = 5
> CC(C)[C@H](NC(=O)Nc1cccc(C(F)(F)F)c1)C(=O)O
  Artemis inh = 2
> COc1ccc2c(c1)sc1nc(-c3ccccc3)cn12
  Artemis inh = 15
> CN(C)c1nccc(N(Cc2ccccc2)Cc2ccccc2)c1C#N
  Artemis inh = 7
> Cn1cc(Cl)c(-c2nc3ccccc3[nH]2)n1
  Artemis inh = -4
> Cc1onc(C(=O)/C=C/N(C)C)c1C(=O)Nc1nccs1
  Artemis inh = -4
> O=C(CCc1ccccc1)Nc1ccccc1F
  Artemis inh = 4
> CN(Cc1ccccc1)Cc1c[nH]c2ccccc12
  Artemis inh = -1
> Cc1ccccc1-n1c(=O)c2c(n3cnnc13)-c1ccccc1CC21CCCCC1
  Artemis inh = 10

> CCN1CCCC1CN(Cc1cc2cc(OC)ccc2[nH]c1=O)C(=O)NCc1ccccc1 (stereo not given)
  Artemis inh = 3
> CC1CCCN(C(=S)NCCc2ccccc2)C1 (stereo not given)
  Artemis inh = 2
> CSCC[C@H](NC(=O)OC(C)(C)C)c1nnc(SCc2ccccc2)o1
  Artemis inh = -5
> COc1ccc(-c2nc(CC(=O)O)cs2)cc1
  Artemis inh = 2
> CC(=O)c1cnc2c(-c3ccccc3)c(C)nn2c1C
  Artemis inh = -1
> O=C(c1c[nH]c2ccc(S(=O)(=O)N3CCOCC3)cc2c1=O)N1CCN(c2ccccn2)CC1
  Artemis inh = -4
> CC(Sc1ccccc1)C(=O)Nc1ccc(S(=O)(=O)N2CCOCC2)cc1 (stereo not given)
  Artemis inh = -6
> CC(C)CC(=O)NCc1ccc(F)cc1
  Artemis inh = -5
> CSc1ccccc1C(=O)N1CCOCC1
  Artemis inh = 11
> COc1ccc(S(=O)(=O)N2CCC(C(=O)N3CCOCC3)CC2)cc1
  Artemis inh = -4
> COc1ccc(CNC2CCCC2)c(OC)c1OC
  Artemis inh = -1
> CCC(=O)Nc1cc(-c2nn(C)c(=O)c3ccccc23)ccc1N1CCCCC1
  Artemis inh = 4
> Cc1c(NC(=O)CSc2ccccc2C(=O)Nc2cccnc2)c(=O)n(-c2ccccc2)n1C
  Artemis inh = -8
> Cc1ccc(S(=O)(=O)c2c(N)n(C)c3nc4ccccc4nc23)cc1
  Artemis inh = 2
> CC1CN(C2CCN(C(=O)COc3ccccc3)CC2)CC(C)O1 (stereo not given)
  Artemis inh = -7

> N#CC1(c2ccccc2)CCCN1C(=O)c1ccccc1Cl (stereo not given)
  Artemis inh = -3
> Cc1ccc(S(=O)(=O)NCc2cn3ccsc3n2)c(C)c1
  Artemis inh = -8
> COc1ccccc1C(=O)n1nc(-c2ccc(Cl)cc2)nc1N
  Artemis inh = 11
> COc1ccc(C2/C(=C(\O)c3ccc4c(c3)OCCO4)C(=O)C(=O)N2CCCN(C)C)c(OC)c1 (stereo not given)
  Artemis inh = -3
> COc1ccc(-n2ccc(=O)c3c2CCCC3=O)cc1
  Artemis inh = -12
> COC(=O)c1ccccc1NC(=O)CNC(=O)c1ccco1
  Artemis inh = -2
> COc1ccc(O)c(/C=N/Nc2nc(Nc3ccccc3)nc(-n3nc(C)cc3C)n2)c1
  Artemis inh = 102*
> CN1C(C)(C)CC(NC(=O)CCC(=O)NC2CC(C)(C)N(C)C(C)(C)C2)CC1(C)C
  Artemis inh = 3
> COC(=O)N/N=C(\C)c1ccc(Br)cc1
  Artemis inh = 7
> CCOc1ccc(CCNC(=O)C2CCN(S(=O)(=O)N3CCOCC3)CC2)cc1OCC
  Artemis inh = -3
> Cc1ccc(-n2c(N)c(C(=O)NCc3cccnc3)sc2=S)cc1
  Artemis inh = 1
> CCc1nnc(NC(=O)CSc2nnc(-c3ccoc3C)n2-c2ccc(C)cc2)s1
  Artemis inh = 4
> Cc1cc(NC(=O)CCSc2nc(-c3ccco3)cc(C(F)(F)F)n2)no1
  Artemis inh = -1
> Cc1c(C=O)c(C=O)c(C)n1Cc1ccccc1
  Artemis inh = -6
> COC(=O)CCCNS(=O)(=O)c1ccc2ccccc2c1
  Artemis inh = 5

> COc1cc(C(c2nnnn2C2CCCC2)N2CCc3ccccc3C2)ccc1O (stereo not given)
  Artemis inh = 0
> N=c1c(C(=O)NCc2ccco2)cc2c(=O)n3ccccc3nc2n1CC1CCCO1 (stereo not given)
  Artemis inh = 24
> CSc1nc(N(C)NC(=O)c2ccc(Cl)cc2)c2ccccc2n1
  Artemis inh = -1
> COc1cccc(NC(=O)c2ncn[nH]2)c1
  Artemis inh = -8
> CC1(C)Oc2ccc(C(=O)N3CCOCC3)cc2N(CC(=O)Nc2ccccc2)C1=O
  Artemis inh = 9
> O=C(OCc1c(Cl)cccc1Cl)c1cnccn1
  Artemis inh = 6
> COC(=O)CSc1nnnn1-c1ccccc1
  Artemis inh = -5
> CC1=C(C(=O)OCc2ccccc2)C(c2cccnc2)n2nnnc2N1 (stereo not given)
  Artemis inh = -2
> CCCOC(=O)c1ccc(Oc2cn[nH]c2-c2ccc(OCC)cc2O)cc1
  Artemis inh = 3
> O=C(c1cc2nc(C3CC3)cc(C(F)F)n2n1)N1CCOCC1
  Artemis inh = 7
> O=C(N/N=C/c1ccsc1)c1cc(O)cc(O)c1
  Artemis inh = 10
> O=C(Nc1ccc(Br)cc1)c1ccc(N2C(=O)C3CC=C(Cl)CC3C2=O)cc1 (stereo not given)
  Artemis inh = -3
> CCOc1ccccc1NC(=O)CCN1CCN(S(=O)(=O)c2ccc(Br)cc2)CC1
  Artemis inh = -8
> COc1cc(C2C(C(=O)c3cccs3)=C(O)C(=O)N2Cc2ccco2)cc(OC)c1OC (stereo not given)
  Artemis inh = -1
> COc1ccccc1NS(=O)(=O)c1cc(C)ccc1C
  Artemis inh = 8

> O=C(NCc1ccc2c(c1)OCO2)c1ccc(COc2cccc(Cl)c2)o1
  Artemis inh = 12
> CCOc1ccc(Nc2cc(C)nc(-n3nc(C)cc3C)n2)cc1
  Artemis inh = 15
> CC(=O)c1ccc2c(c1)c1ccccc1n2CC(C)C
  Artemis inh = 7
> C=CCN=C(NC#N)SCc1ccccc1Cl
  Artemis inh = 5
> CCCC(=O)Nc1ccc(Br)c(Cl)c1
  Artemis inh = -2
> COc1ccccc1CNC(=O)c1oc2ccc(S(=O)(=O)N3CCCC3)cc2c1C
  Artemis inh = 0
> O=c1ccn(CCOc2ccc(Cl)cc2)c(=O)[nH]1
  Artemis inh = 5
> CCCNS(=O)(=O)c1ccc(NC(=O)c2ccccn2)cc1
  Artemis inh = -8
> Cc1ccccc1NC(=O)NCCCN1CCN(C2CCCCC2)CC1
  Artemis inh = -4
> CCn1c(SCC(=O)Nc2sc(C)c(C)c2C#N)nnc1C(C)C
  Artemis inh = -4
> COC(=O)CC1SC(=O)NC1=Nc1ccc(OC)cc1 (stereo not given)
  Artemis inh = -2
> O=C(CN1c2ccccc2Sc2ccccc21)NNC(=S)Nc1ccc(Cl)cc1Cl
  Artemis inh = 19
> CCOC(=O)C(C)c1ccc2cc(OC)ccc2c1 (stereo not given)
  Artemis inh = 0
> CCOC(=O)C1=C(CSc2nc(CC)c(C)cc2C#N)OC(N)=C(C#N)C1c1ccccc1 (stereo not given)
  Artemis inh = 8
> CCn1c(N2CCN(CC(=O)c3c(C)n(C)c4ccccc34)CC2)nc2c1c(=O)[nH]c(=O)n2C
  Artemis inh = -1

> COc1ccc(C2=CC(c3c(C)nn(-c4ccccc4)c3Cl)n3nnnc3N2)cc1OC (stereo not given)
  Artemis inh = -5
> CCOc1ccc(S(=O)(=O)Nc2ccc(S(=O)(=O)N3CCOCC3)cc2)cc1
  Artemis inh = -6
> Cc1nn(C)c(C)c1CN(C)C(=O)c1cc2nc(-c3ccco3)cc(C(F)(F)F)n2n1
  Artemis inh = -5
> COC(=O)c1ccccc1NC(=O)CSc1nc2ccccc2c(=O)[nH]1
  Artemis inh = 3
> CCc1ccccc1NC1=NCC(=O)N1C1CCCCC1
  Artemis inh = -5
> COc1ccc(C(=O)CSc2nnc(-c3cccs3)n2-c2ccccc2)cc1
  Artemis inh = -5
> COc1ccccc1N1CCN(C(=O)CSc2ccc3c(C)cc(C)nc3n2)CC1
  Artemis inh = 15
> CCOC(=O)c1cc(-c2nnc(SCC(=O)Nc3ccc(F)cc3)o2)c(C)nc1C
  Artemis inh = 4
> CCC1=NC(c2ccccc2)N(O)C1(C)C (stereo not given)
  Artemis inh = -1
> CC(C)(/C=N/O)/[N+]([O-])=C/C=[N+](\[O-])C(C)(C)/C=N/O
  Artemis inh = 10
> COc1cc(C(=O)Nc2ccc(S(=O)(=O)Nc3cc(C)on3)cc2)cc(OC)c1OC
  Artemis inh = -7
> CCCCOCCCNC(=O)c1ccc(OC)cc1
  Artemis inh = 1
> COC(=O)[C@H](CCSC)NC(=O)NC1CCN(Cc2ccccc2)CC1
  Artemis inh = 11

Bioassay records deposited in PubChem by Sanford-Burnham Center for Chemical Genomics.
